Screening results deposited in PubChem BioAssay by several laboratories.
Ins promoter up = MIN6 insulin promoter up-regulation. z-score at 5 µM. MIN6 insulin promoter-GFP reporter, high-content imaging; hits give high values. 190,000 tested, 0.3% active;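 active means z-score above 3 at 5 µM with at least 500 cells counted in the well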
MT stabilizer = stabilizes microtubules in HeLa cells. HeLa tubulin immunostaining HCS, 24 h; share of cells brighter than vehicle mean+2SD. 200,000 tested, 0.83% active. % tubulin-high responders, % at 10 µM. AID 2205;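 active means plate Z-score above 3 for both tubulin-high and condensed-nucleus cell shares, with cell loss under 80%, at 10 µM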;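 further: anti alpha tubulin signal scored within the nucleus-defined area of each cell; some results filed as inactive read as strong as hits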
Yfh1-off respiration = enhancers of respiration in Yfh1-depleted yeast, dose response, Friedreich's ataxia, plus single-dose screen (AID 1465); S. cerevisiae Yfh1-off respiration, WST-1 reduction, 72 h; higher fold induction means a stronger effect; fold induction at 50 µM; hits with a dose series show EC50 in µM; 220,000 tested, 0.074% active;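 active means fold induction of absorbance versus untreated yeast above a set limit, then at least 30% activation at any dose in follow-up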;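 further: activators that raise dye reduction in frataxin-depleted yeast; strong numbers were not always called active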
Hep lipid drop = hepatic lipid droplet formation modulation. AML12 mouse hepatocytes, oleate lipid droplets, BODIPY imaging. inhibition, % at 6.5 µM. 240,000 tested, 0.4% active;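 active means lipid droplet intensity inhibited by at least 50%, with more than 500 cells counted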
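Test system: AML12 hepatocytes (mouse); reagent: oleate loading, 100 µM; dosing: one dose, 6.5 µM compound; incubation: overnight exposure; signal: fluorescence imaging, 20x objective, two fields per well; read-out basis: % inhibition of corrected integrated BODIPY droplet signal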
Autophagy HCS = autophagy modulation, high-content screen; 190,000 tested, 0.98% active; calls only at 10 µM (by protocol); MEF GFP-LC3 puncta imaging; test concentration mostly 10 µM;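 active means percentage of spot-positive cells more than 3 SD above its plate mean, without a fluorescence outlier flag or 80% toxicity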;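 further: spot-positive cell cutoff set from DMSO-treated cells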
NOD2 inhibition = NOD2 signaling inhibitors, cell-based, luminescence, uHTS, HEK293 (AID 1566); HEK293 NOD2/NF-kB luciferase reporter, luminescence; higher % means a stronger effect; inhibition, % at 4 µM, or EC50 in µM where a hit was titrated; 290,000 tested, 0.63% active; in the data active means inhibition above about 50%; further: many of its hits are not listed in these tables
Dynein cargo inh = dynein cargo transport inhibition. z-score, hits read low. 3617.4 mouse cells, GR-EGFP nuclear translocation imaging; test concentration mostly 20 µM; stimulated with dexamethasone, 1 µM; hits give low values. 220,000 tested, 0.47% active;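 active means plate z-score of nuclear minus cytoplasmic receptor signal below a set negative limit, without overly bright fluorescence or cell loss, cut at about -3.5 in these data, passing the limit was not always enough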;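 further: z-score of nuclear minus cytoplasmic ring GR-EGFP intensity difference per well; some compounds called inactive have numbers as strong as hits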
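Buffer or medium: tetracycline-free induction medium containing charcoal-stripped FBS / Reagent: dexamethasone agonist, 1.0 µM final, for 30 min / Technique: automated 10x imaging of fixed Hoechst-stained cells / Times: induction 48 h, compound 1 h, agonist 30 min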
WT yeast gro inh = growth inhibition of WT yeast, mitochondrial fusion screen; mitochondrial fusion phenotypic screen, WT strain; inhibition, % at 10 µM; 190,000 tested, 2.1% active; AID 1362; in the data active means inhibition above about 58%; tested in S. cerevisiae
b-catenin transl = beta-catenin nuclear translocation modulation. nuclear translocation activity, % at 5 µM. 190,000 tested, 0.3% active. HeLa beta-catenin nuclear translocation, immunofluorescence imaging. AID 1665;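 active means nuclear translocation activity above 50% at 5 µM, with a well cell count of 50 or more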;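 further: per-cell ratio of nuclear to cytoplasmic median beta-catenin stain intensity; plate controls were DMSO negative control for no effect and GSK-3 inhibitor IX positive control for full effect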
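Test system: HeLa cells, endogenous beta-catenin; Compound: single 5 µM dose plus 0.02–20 µM confirmation series; Times: compound exposure 24 h at 37°C; Signal: fluorescence imaging of beta-catenin antibody stain plus DAPI; Read-out: % activation, nuclear-to-cytoplasmic median beta-catenin signal ratio per cell.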
WT yeast gro inh mutant strain = recorded beside WT yeast gro inh, whose call it bears; inhibition, %; mitochondrial fusion phenotypic screen, mutant strain inhibition
Dynein cargo inh cytoplasmic EGFP = further read-out of Dynein cargo inh, marked with its call; z-score; measured here: cytoplasmic GR-EGFP intensity; hits give high values
Dynein cargo inh nuclear GR-EGFP = second read-out of Dynein cargo inh, no call of its own (marks repeat the call); z-score; measured here: nuclear GR-EGFP intensity;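 lower value marks the stronger effect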
Dynein cargo inh cell count = also measured in Dynein cargo inh; calls as there; z-score; measured here: cell count per field
Ins promoter up cell count = also measured in Ins promoter up; calls as there; cell count; measured here: cytotoxicity, nuclei count;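 total cells summed across four imaged fields per well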
Hep lipid drop cells 6.5 µM = further read-out of Hep lipid drop, marked with its call; cell count; measured here: cell count, cytotoxicity flag;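 cells counted across two imaged fields per well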
b-catenin transl cell count 5 µM = further read-out of b-catenin transl, marked with its call; cell count; measured here: cell count, cytotoxicity flag
MT stabilizer Hoechst-high % = further read-out of MT stabilizer, marked with its call; % Hoechst-high responders; measured here: nuclear condensation Hoechst responders;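 share of cells brighter than vehicle mean plus two SD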
MT stabilizer cytotoxicity % = recorded beside MT stabilizer, whose call it bears; toxicity, %; measured here: cytotoxicity by cell density;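 0% = mean cell density of plate MIN control wells and 100% = no cells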
Autophagy HCS cell loss 18 h = further read-out of Autophagy HCS, marked with its call; toxicity, %; measured here: cell loss, nuclei count;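 cell loss after 18 h compound exposure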
* hit, by the source's call; i = inactive; nt = no result given. These rows are one share of the data; rates above refer to the full screens.

Structure	Ins promoter up	Ins promoter up cell count	MT stabilizer	MT stabilizer Hoechst-high %	MT stabilizer cytotoxicity %	Yfh1-off respiration	Hep lipid drop	Hep lipid drop cells 6.5 µM	Autophagy HCS	Autophagy HCS cell loss 18 h	NOD2 inhibition	Dynein cargo inh	Dynein cargo inh cytoplasmic EGFP	Dynein cargo inh nuclear GR-EGFP	Dynein cargo inh cell count	WT yeast gro inh	WT yeast gro inh mutant strain	b-catenin transl	b-catenin transl cell count 5 µM
Cn1c(C(=O)N2CCN(c3cccc(C(F)(F)F)c3)CC2)cc2sccc21	-0.25	1258	2.7	2.2	4.6	i	0	742	i	-6	-5%	-1.3	-0.18	-0.38	0.74	72*	56*	-3.5	1142
CC(C)(C)c1ccc(OCCNC(=O)Cc2ccc(F)cc2)cc1	-0.44	1072	2.7	3.6	4.8	i	-6	653	i	-3	10%	-0.47	-0.29	-0.49	0.82	-7	-5	5.3	477
O=C(NC(=S)NCCN1CCOCC1)c1ccc(Cl)cc1	nt	nt	1.2	1.7	6.7	i	-6	665	i	-10	21%	-0.49	-0.32	-0.5	1.4	11	20	0.3	923
COc1cc(OC)cc(C(=O)NCCn2ccc3ccccc32)c1	1.3	1050	3.1	2.9	7.4	i	nt	nt	i	-3	9%	-0.22	-0.16	-0.09	-0.031	12	5	0.7	1101
Cc1ccnc(SCCn2c(N3CCN(C)CC3)nc3c2c(=O)[nH]c(=O)n3C)n1	1.7	875	nt	nt	nt	nt	1	687	nt	nt	0%	nt	nt	nt	nt	nt	nt	0.0	1192
COc1ccccc1NC(=O)C/C(C)=N/NC(=O)C12CC3CC(CC(C3)C1)C2	0.31	1371	6.4	1.9	9.4	i	-2	689	i	-17	-7%	-0.9	-0.29	-0.43	0.78	13	6	-0.3	1108
Cc1ccc2[nH]c3c(Cl)ncnc3c2c1	0.72	944	nt	nt	nt	i	-1	777	nt	nt	-8%	0.2	-0.15	0.2	-0.75	nt	nt	-0.7	1283
CC(=O)Nc1ccc(SCC(=O)Nc2ccc(Cl)cn2)cc1	0.21	1192	2.6	2.0	4.3	i	29	695	i	1	0%	0.26	-0.3	0.99	-0.8	1	-2	0.7	1040
C/C(CC(=O)NC1CCCCCC1)=N\NC(=O)c1cnccn1	0.22	1296	2.3	3.0	3.9	i	8	751	i	5	0%	-1	-0.29	-0.72	0.82	0	-10	nt	nt
Cc1cc(C(=O)CSc2n[nH]c(N)n2)c(C)n1-c1ccccc1	-0.83	782	2.8	2.3	9.9	i	-29	751	i	3	-63%	0.29	-0.34	0.51	-0.31	9	14	-2.3	1176
COC(=O)CCCNC(=O)c1ccc2[nH]c(C)c(C)c2c1	0.25	1295	2.0	2.1	0.7	i	6	693	i	-7	14%	1.7	-0.14	0.86	-0.68	11	11	-1.8	1120
CCn1c(-c2ccc(Cl)cc2)n[nH]c1=S	nt	nt	2.0	2.0	10	i	1	763	i	-5	5%	-0.26	-0.087	0.22	0.3	6	-2	-0.5	1221
O=C(N/N=C/c1ccc2c(c1)OCO2)C(=O)N1CCCC1	-0.42	1237	2.5	2.9	6.8	i	-8	670	i	6	-19%	0.55	0.043	0.22	-0.098	-7	8	1.3	1083
CC(C)(C)Nc1nc(SCc2ccccc2)nc(N2CCOCC2)n1	0.19	1447	3.0	1.5	7.9	i	17	672	i	-5	3%	-0.16	-0.25	-0.21	0.33	66*	15*	-3.3	1283
N/C(Cc1ccc([N+](=O)[O-])cc1)=N\OC(=O)c1ccc(Br)cc1	0.28	1273	2.4	1.5	2.2	i	5	676	i	-4	10%	0.53	-0.23	0.48	0.21	22	21	1.3	447
CN(C)c1ccc(-c2cccc(C3CC=CC4C3C(=O)N(Cc3ccccc3)C4c3ccc(C(F)(F)F)cc3)c2)cc1 (stereo not drawn)	nt	nt	nt	nt	nt	i	13	702	nt	nt	-4%	2.4	-0.7	1.3	-0.29	nt	nt	1.7	938
CCOc1c(Cl)cc(C(=O)NCCN2CCCCC2)cc1Cl	-0.99	1324	2.3	2.1	6.8	i	-18	702	i	0	-3%	-1.4	-0.26	-0.6	-0.072	18	31	0.9	1092
COc1ccccc1N1CCN(C(=O)/C=C/c2ccco2)CC1	0	1397	2.4	2.4	5.4	i	-4	636	i	-14	-1%	-0.065	-0.31	-0.45	0.45	-2	-14	-0.2	997
Cc1cccc(NC(=O)c2ccccc2NC(=O)C2CCCCC2)c1C	nt	nt	4.1	1.5	6.7	i	-3	714	i	-14	-7%	0.15	-0.22	0.38	0.28	3	4	-3.8	1300
CCOc1ccc2nc(SCC(=O)NC3CCS(=O)(=O)C3)[nH]c2c1 (stereo not drawn)	0.59	1228	4.4	2.6	8.5	i	nt	nt	i	2	-1%	4.1	-0.017	2.6	-2.3	10	28	-3.5	853
COc1ccc(OCC#CCNC(C)(C)C)cc1	0.15	842	1.3	1.6	7.1	i	-6	758	i	-7	-6%	-0.023	-0.22	0.26	0.11	5	2	3.4	1038
CCOc1ccccc1C(=O)Nc1nnc(COC)s1	nt	nt	3.9	2.4	5.7	i	3	726	i	-1	4%	-0.095	-0.26	-0.024	0.67	-19	1	-0.1	1041
CC1=C(C(=O)N2CCCC(CCC(=O)NCc3ccccc3F)C2)OCCO1 (stereo not drawn)	-0.1	1482	2.5	1.2	5.9	i	-4	620	i	14	-10%	-1.3	-0.36	-1	2	9	-12	0.4	1494
CN1CCN(NC(=O)C2CC2)CC1	0.09	1559	4.8	0.8	3.3	i	-4	667	i	29	8%	-0.34	-0.28	-0.024	0.78	-4	12	0.8	1122
CCOC(=O)C1(CCCc2ccccc2)CCN(C(=O)Cc2nonc2C)CC1	0.95	1484	3.6	1.6	2.6	i	-12	722	i	27	-4%	0.21	-0.28	0.043	0.22	14	6	-1.3	1044
O=C(COc1cccnc1[N+](=O)[O-])N1CCc2ccccc2C1	-0.65	1346	2.1	0.8	0.7	i	-11	700	i	-1	13%	0.18	-0.08	0.32	-1.7	0	-9	-4.5	1101
CSCC[C@@H](C(=O)Nc1ccc2c(c1)OCCO2)N1Cc2ccccc2C1=O	-0.12	957	5.9	2.4	4.1	i	nt	nt	i	1	-5%	-0.7	-0.29	-0.23	0.87	11	11	nt	nt
COc1ccc(CC(=O)Nc2ccc(C(=O)O)cc2NC(=O)Cc2ccc(OC)cc2)cc1	-0.08	1468	2.7	2.6	15	i	0	713	i	2	4%	0.75	0.39	-0.084	-0.59	-9	-14	0.5	1544
N/C(=N\OC(=O)COc1ccc2ccccc2c1Br)c1cccnc1	0.08	1573	1.6	1.2	2.3	i	-11	596	i	-20	-22%	-0.14	-0.26	0.12	0.82	32	32	-2.5	1067
Cc1cc(C)c(S(=O)(=O)N(CC(=O)O)CC(=O)O)c(C)c1	0.37	898	1.4	1.0	6.3	i	-3	751	i	-6	-5%	-0.27	0.0035	-0.19	0.31	2	-19	-3.3	1062

Continued; the last three above are carried over.
Structure	Ins promoter up	Ins promoter up cell count	MT stabilizer	MT stabilizer Hoechst-high %	MT stabilizer cytotoxicity %	Yfh1-off respiration	Hep lipid drop	Hep lipid drop cells 6.5 µM	Autophagy HCS	Autophagy HCS cell loss 18 h	NOD2 inhibition	Dynein cargo inh	Dynein cargo inh cytoplasmic EGFP	Dynein cargo inh nuclear GR-EGFP	Dynein cargo inh cell count	WT yeast gro inh	WT yeast gro inh mutant strain	b-catenin transl	b-catenin transl cell count 5 µM
COc1ccc(CC(=O)Nc2ccc(C(=O)O)cc2NC(=O)Cc2ccc(OC)cc2)cc1	-0.08	1468	2.7	2.6	15	i	0	713	i	2	4%	0.75	0.39	-0.084	-0.59	-9	-14	0.5	1544
N/C(=N\OC(=O)COc1ccc2ccccc2c1Br)c1cccnc1	0.08	1573	1.6	1.2	2.3	i	-11	596	i	-20	-22%	-0.14	-0.26	0.12	0.82	32	32	-2.5	1067
Cc1cc(C)c(S(=O)(=O)N(CC(=O)O)CC(=O)O)c(C)c1	0.37	898	1.4	1.0	6.3	i	-3	751	i	-6	-5%	-0.27	0.0035	-0.19	0.31	2	-19	-3.3	1062
Fc1ccccc1Oc1nc(-c2ccncc2)nc2ccccc12	0.4	1479	nt	nt	nt	i	0	701	nt	nt	14%	-0.18	-0.23	-0.071	0.27	nt	nt	-3.5	1146
O=C(CC1C(=O)NCCN1Cc1cccc(Oc2ccccc2)c1)NCCc1cnccn1 (stereo not drawn)	nt	nt	3.4	2.0	7.0	i	-4	734	i	3	-2%	-1.6	-0.19	-0.63	0.96	3	3	0.5	1028
Nc1nc(CN2CCN(c3ccccc3)CC2)nc(Nc2ccc(Cl)cc2)n1	-1.2	1404	4.5	4.7	12	i	-10	685	i	-2	9%	-0.28	-0.31	0.53	-0.56	39	38	-1.7	1096
COc1ccc(CN2CCN(Cc3nc4ccccc4s3)CC2CCO)c(C)c1C (stereo not drawn)	-0.07	1515	1.3	1.2	0.3	i	-1	676	i	-7	15%	0.54	-0.08	0.63	-0.69	21	10	1.9	908
CC(C)(C)C(=O)[C@@H]1[C@@H]2C(=O)N(Cc3ccccc3)C(=O)[C@@H]2[C@H]2c3ccccc3C=CN12	0.16	948	1.1	1.7	7.2	i	-3	762	i	-9	15%	-2.2	2.8	-0.83	0.81	22	18	nt	nt
